Source: PubChem BioAssay
ELG1 genotoxic: inducers of genotoxicity in HEK293T ELG1-luciferase cells; Potency, µM (series often up to 46 µM), for inactives: top-dose activity change, positive = activation, actives largely listed as activators; HEK293T ELG1-luciferase reporter, luminescence, 16 h; 1.3% of 330,000 active; also: potency is read from the fitted curve at half-maximal effect; % of control where 0% means no effect; nearly all actives have a fitted effect of over 60% in size
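DMSO vehicle served as control against compound-treated ELG1-luciferase HEK293T cells; exposure lasted 16 hr at 37 °C and 5% CO2, followed by ONE-Glo luminescence detection after 30 min.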
uPA surface inh: cell surface uPA generation inhibition; cell surface uPA generation assay, qHTS; Potency, µM (top dose mostly 38.3 µM), inactives show at the top dose activity change, negative = inhibition, actives largely listed as inhibitors; 0.31% of 330,000 active; active = well fitted inhibition curve with a large enough effect; inconclusive = small, poorly fitted or top-dose-only effect; inactive = no such curve, though single readings can be large or run the other way; tested in mouse RAW 264.7 cells; also: potency is read from the fitted curve at half-maximal effect; % is scaled to controls: 0 for no effect and ±100 for the full control effect; nearly all actives have a fitted effect of over 55% in size
FLuc counter: inhibits or activates purified firefly luciferase, miR-21 counter-screen; P08659; purified FLuc, Km substrates, luminescence inhibition; Potency, µM (highest dose often 57.5 µM), for the others: at the highest dose activity change, negative = inhibition, actives largely listed as inhibitors; 6.9% of 360,000 active;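 also: potency is read from the fitted curve at half-maximal effect; plate controls were vehicle for no effect and reference inhibitor for full effect; nearly all actives have a fitted effect of over 55% in size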
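Biochemical qHTS of compounds, final roughly 60 µM downward over six points, against 10 nM purified firefly luciferase using Km concentrations of substrates (10 uM D-luciferin, 10 uM ATP) in Tris acetate pH 7.5 buffer; luminescence output.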
RORg inh: inhibitors of mouse ROR gamma transcriptional activity. P51450. Potency, µM (doses to about 53.6 µM), for the others: at the highest dose activity change, negative = inhibition, most hits filed as inhibitors. 5.4% of 310,000 active. Drosophila S2 Gal4-RORgamma UAS-luciferase reporter, 20 h; also: potency is read from the fitted curve at half-maximal effect; % is scaled to controls: 0 for no effect and ±100 for the full control effect; nearly all actives have a fitted effect of over 60% in size
Target sequence (P51450 whole entry, looked up, the tested form may be a part): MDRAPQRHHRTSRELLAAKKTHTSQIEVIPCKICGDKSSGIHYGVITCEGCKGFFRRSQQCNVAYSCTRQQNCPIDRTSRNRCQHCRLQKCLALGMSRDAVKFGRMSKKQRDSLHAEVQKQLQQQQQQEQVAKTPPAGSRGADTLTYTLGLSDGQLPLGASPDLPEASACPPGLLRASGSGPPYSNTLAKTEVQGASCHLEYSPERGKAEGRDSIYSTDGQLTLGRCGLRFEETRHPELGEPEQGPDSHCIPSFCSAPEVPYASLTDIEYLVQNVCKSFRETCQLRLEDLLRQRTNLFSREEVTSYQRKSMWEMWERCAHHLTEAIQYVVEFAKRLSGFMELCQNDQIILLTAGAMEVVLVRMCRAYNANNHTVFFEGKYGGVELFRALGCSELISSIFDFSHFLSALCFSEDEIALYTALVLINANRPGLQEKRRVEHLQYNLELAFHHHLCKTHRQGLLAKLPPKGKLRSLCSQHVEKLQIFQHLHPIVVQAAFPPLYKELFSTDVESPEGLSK
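A Gal4/UAS one-hybrid system in insect cells: metallothionein-promoter Gal4–ROR gamma fusion plus Photinus luciferase reporter. Copper sulfate 700 uM final, 20 hr ambient incubation, luminescent detection after 10 min with reagent.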
Coupling enz: counter-screen for Giardia aldolase inhibitors: coupling enzyme system | activity change, negative = inhibition, % at 58.2 µM, hits read low | 0.67% of 290,000 active | coupling enzyme system counterscreen, AmpLite Red fluorescence; in the data active = activity change below about -30%; also: % is scaled to controls: 0 for no effect and ±100 for the full control effect
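Fluorescence at 525 nm excitation and 598 nm emission measured inhibition of the coupled detection system without aldolase. Compounds (at 57.5 uM final) were preincubated 10 min at room temperature with coupling enzyme reagent before a 20 min substrate/AmpLite Red step.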
Rab9 promoter act: activators of Rab9 promoter. Huh7 Rab9 promoter-luciferase reporter, luminescence, 24 h. Potency, µM (titrated, usually from 9.22 µM), inactives show at the top dose activation, negative = inhibition, most hits filed as activators. 2.8% of 320,000 active. AID 485297; also: potency is read from the fitted curve at half-maximal effect; % of control where 0% means no effect; nearly all actives have a fitted effect of over 60% in size
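Luminescence from Amplite-detected luciferase (10 minutes, ambient) reports Rab9 promoter activation. Before that, stable Rab9-luciferase Huh7 cells (1500/well, reduced-serum OP-MEM I plus 10% FBS) were exposed to compound for 24 hours at 37C.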
NPC1 promoter act: activates the NPC1 promoter; 2.4% of 320,000 active; Huh7 NPC1 promoter luciferase reporter, 24 h; AID 485313; Potency, µM (titrated, usually from 9.22 µM), without a hit: at the highest dose activation, hits mostly activators;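 also: potency is read from the fitted curve at half-maximal effect; % of control where 0% means no effect; nearly all actives have a fitted effect of over 60% in size; reporter is driven by a mutant NPC1 promoter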
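Readout is luciferase luminescence, reflecting NPC1 promoter activation in stably transfected Huh7 cells after 24 h compound exposure at 37 °C in reduced-serum medium with 10% FBS.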
KCNH2 3.1 inh: inhibitors of human KCNH2 3.1 potassium channel isoform. U2OS KCNH2 3.1, thallium flux FluxOr; active compounds read low. activity change, % (tested at about 1.8 µM). 0.95% of 340,000 active;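 active = maximum activity change below -70%; inconclusive = maximum activity change from -70% to -50%; inactive = maximum activity change above -50%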;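 also: thallium influx rate constant from kinetic fluorescence after stimulation buffer; % is scaled to controls: 0 for no effect and ±100 for the full control effect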
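Kinetic fluorescence (2 min after stimulation buffer) measures Tl+ influx through KCNH2 3.1 expressed by viral transduction in U2OS cells; the rate constant is normalized against DMSO controls serving as positive and negative references.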
Tb PFK inh: T. brucei PFK enzyme inhibition; AID 485367; Potency, µM (titrated, usually from 57.5 µM), for the others: top-dose activity, negative = inhibition, most hits filed as inhibitors; 0.17% of 330,000 active; T. brucei PFK, ADP-Glo luminescence;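 also: potency is read from the fitted curve at half-maximal effect; 0% = uninhibited 1x PFK enzyme wells and -100% = no-enzyme wells; nearly all actives have a fitted effect of over 60% in size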
Target sequence (O15648 whole entry, looked up): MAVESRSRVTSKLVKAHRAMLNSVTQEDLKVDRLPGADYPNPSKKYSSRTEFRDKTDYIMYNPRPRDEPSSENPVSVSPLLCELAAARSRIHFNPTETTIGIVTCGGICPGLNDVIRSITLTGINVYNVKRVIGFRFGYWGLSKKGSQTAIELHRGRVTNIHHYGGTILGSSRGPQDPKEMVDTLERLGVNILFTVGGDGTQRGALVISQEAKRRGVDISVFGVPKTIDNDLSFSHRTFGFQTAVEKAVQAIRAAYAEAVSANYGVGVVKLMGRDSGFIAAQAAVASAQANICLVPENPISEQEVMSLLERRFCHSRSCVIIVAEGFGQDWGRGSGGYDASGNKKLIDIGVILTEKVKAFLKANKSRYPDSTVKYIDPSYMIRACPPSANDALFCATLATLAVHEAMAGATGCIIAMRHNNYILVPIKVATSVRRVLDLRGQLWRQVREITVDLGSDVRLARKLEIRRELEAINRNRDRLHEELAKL
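PFK 1.25 nM, F6P 0.5 mM, ATP 0.1 mM, 0.1 M TEA pH 8.0, 5 mM MgCl2, 0.01% Tween20, 0.1% BSA; 45 min RT. ADP-Glo readout. qHTS titration up to 57 uM; curves fitted, compounds curve-classed.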
Giardia kill: kills Giardia lamblia | activity change, % at 7.66 µM, hits read low | AID 540267 | Giardia lamblia trophozoite viability | 0.15% of 340,000 active; in the data active = activity change below about -80%; inconclusive = between about -30% and that limit;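 also: parasites exposed to compound for two days anaerobically before the ATP read; % is scaled to controls: 0 for no effect and ±100 for the full control effect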
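Giardia trophozoites, 100 cells per well, were exposed to compounds for 48 hrs at 37 deg C under anaerobic conditions; viability was then read as ATP content by bioluminescence after 15-30 min at room temperature.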
VP16 counter: Gal4-VP16 reporter inhibition counter-screen. Drosophila S2 Gal4-VP16 UAS-luciferase, luminescence, 20 h. AID 2546. 3.5% of 310,000 active. Potency, µM (series often up to 53.6 µM), for the others: top-dose activity, negative = inhibition, most hits filed as inhibitors;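 also: Gal4-VP16 expression switched on by copper sulfate through the metallothionein promoter; potency is read from the fitted curve at half-maximal effect; % is scaled to controls: 0 for no effect and ±100 for the full control effect; nearly all actives have a fitted effect of over 50% in size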
Numbers without * were called inactive; ? = inconclusive; / = no result given; & = joins results of further samples; [ ] = dose if it differs, or a comment. Unless noted, calls follow the shape of the dose curve; as a rule, active = well fitted curve in the direction sought with a large enough effect; inconclusive = small, poorly fitted or top-dose-only effect, or another doubt; inactive = no such curve, though single readings can be large; an effect the other way counts as inactive or inconclusive.

canonical_smiles	ELG1 genotoxic	uPA surface inh	FLuc counter	RORg inh	Coupling enz	Rab9 promoter act	NPC1 promoter act	KCNH2 3.1 inh	Tb PFK inh	Giardia kill	VP16 counter
Nc1nc(N)c2c(ccc3nccc32)[nH]1	-1%	?	-10%	-15%	-15	-8%	-4%	8	7%	-12	-6%
CCc1noc(C)c1C(=O)NCCc1ccc(S(N)(=O)=O)cc1	-9%	1%	1%	/	/	0%	0%	-3	10%	19	/
CC(=O)c1ccc[n+](CC(=O)NC(C)c2ccccc2)c1 (stereo not given)	1%	-1%	0%	1%	-1	-2%[1.84 µM]	1%	5	1%	-11	-3%
CC(=O)Nc1ccc(C(=O)N/C(=C/c2ccccc2)C(=O)NCc2ccco2)cc1	2%	-3%	1%	-8%	2	-1%	-1%	1	-1%	-23	-10%
O=C1c2ccccc2C(=O)N1Cc1cc(-c2ccccc2)no1	-1%	3%	-12%	5%	9	-7%	0%	-14	-11%	-3	12%
CC1CN(C(=O)COC(=O)c2cc(S(N)(=O)=O)c(Cl)cc2Cl)CC(C)O1 (stereo not given)	-3%	-2%	-1%	-25%	2	2%	-1%	7	0%	1	21%
Cc1cccn2c(=O)c3cc(C#N)c(=N)n(Cc4ccncc4)c3nc12	-1%	/	0%	-10%	0	-3%	6%	/	1%	/	-2%
CS(=O)(=O)N1CCN(c2nc(-c3ccccc3)cs2)CC1	?	1%	?	-10%	2	0%	14%	-5	-1%	-23	?
C=CCN1c2ccccc2[C@]23C[C@@H](C(=O)OC)N(C(=O)c4ccco4)C2=NC(C(=O)OC)=C(C(=O)OC)[C@H]13	-3%	-22%	1%	?	1&0	1%	-7%	?	0%	-3	-1%
CCc1ccc2oc(C(=O)N3CCN(C)CC3)cc(=O)c2c1	2%	-10%	-1%	2%	0	-5%	-7%	4	-1%	10	8%
COC(=O)C(C)NC(=O)C(C)NC(=O)OCc1ccccc1 (stereo not given)	6%	-7%	2%	29%	2	-42%[inhibitor]	2%	6	0%	1	15%
O=C(NCC1CCCO1)c1ccc(Oc2ccc([N+](=O)[O-])cc2Cl)cc1 (stereo not given)	-11%	7%	1%	?	2	1%	-4%	-4	4%	?	-7%[10 µM]
CC(C)P(=O)(c1cccc(C(=O)O)c1)C(C)C	-1%	2%	3%	-14%	3	-7%	-3%	-2	0%	3	-2%
CSc1ncc(C(=O)Nc2ccc(C(C)=O)cc2)c(-c2ccccc2)n1	12%	0%	-17%&-17%	39%	7	27%	29%	4	1%	19	?
Cc1ccccc1NC(=O)N1CCCC1C(=O)NCc1cccs1 (stereo not given)	3%	-7%	4%	18%	3	-2%	-3%	-6	2%	-9	1%
O=C(Nc1ccc(Cl)c(S(=O)(=O)N2CCCCC2)c1)c1cccnc1	-8%	-16%	3%	/	/	-1%	-7%	5	1%	-2	/
CCOC(=O)C1=NN(C(=O)COc2ccccc2)C(O)(c2ccc(Br)cc2)C1 (stereo not given)	6%	0%	?	4.5µM*	1	-4%	0%	8	-6%	4	11µM*
COCCCNc1nnc(Cc2ccccc2)c2ccccc12	1%	0%	3%	17%	1	1%	-4%	9	-2%	3	-6%
COc1ccccc1NC(=O)c1ccc(Cl)c(S(=O)(=O)NCc2ccco2)c1	1%	-14%	-2%	/	/	-3%	-3%	-6	-6%	15	/
COc1ccc(C2CC(=O)c3sc(N)nc3C2)cc1 (stereo not given)	3%	-2%	-16%	23%	1	18%	8%	6	1%	3	-4%
Cc1cc(C)n(CCC(=O)Nc2ccc3c(c2)OCCO3)n1	12%	3%	?	9%	-1	15%	10%	-2	-9%	45[activator]	3%
Cc1cccc(C)c1NC(=O)COC(=O)C1C2CC3OC(=O)C1C3C2 (stereo not given)	-1%	5%	0%	-26%	3	-2%	1%	-1	0%	-19	-1%
CC(=O)c1ccc(NC(=O)C[n+]2ccccc2)cc1	2%	4%	-1%	-2%	2	3%	-3%	7	-6%	-10	0%
O=C(O)COc1ccc(C(=O)c2ccccc2)cc1	0%	16%	?	-14%	10	-6%	-2%	13	0%	-13	-8%
COc1cc(/C=N/NC(=O)c2cccc(C(=O)N/N=C/c3ccc(O)c(OC)c3)n2)ccc1O	0%	-1%	0.85µM*	15%	4	-5%[1.84 µM]	-7%	5	9%	-4	-2%
COc1cccc(C(=O)CC(=O)C(=O)Nc2ccc(C)cc2Cl)c1	0%	1%	3%	?	-1	-3%	0%	9	2%	?	?
Cc1ccc(C(=O)CN(CCC(=O)O)C(=O)c2ccncc2)cc1	8%	6%	-15%	/	/	0%	1%	12	0%	-8	/
COc1ccc(OCCNC(=O)c2ccccc2OCC(=O)Nc2ccc(NC(C)=O)cc2)cc1	-8%	-8%	?	-5%	-6	13%	19%	2	6%	-21	-11%
CC(C)CCNC(=O)COC(=O)c1ccc(Br)o1	0%	-5%	-2%	-1%	2	-5%	-2%	12	-3%	3	7%
Cc1c(C(=O)C(=O)NCCCn2ccnc2)c2ccccc2n1C	3%	3%	0%	5%	5	7%	-1%	-5	-4%	-17	-4%
CC(NC(=O)Nc1cccc(F)c1)c1ccc2c(c1)OCO2 (stereo not given)	-6%	-1%	2%	-23%	-8	0%	1%	-11	-13%	2	-1%
CC(C)NC(=O)c1cc2c(=O)n3ccccc3nc2s1	-1%	-2%	-1%	-24%	0	0%	2%	9	-2%	-16	2%
NC(=O)CC(NC(=O)Cc1ccc(Br)cc1)c1ccc(NCCOc2ccccc2)c([N+](=O)[O-])c1 (stereo not given)	-1%	6%	1%	?	-1	0%	-6%	8	2%	0	-3%
CCc1ccc(S(=O)(=O)NCc2cn3c(C)csc3n2)s1	-1%	-3%	1%	-1%	-1	2%	-2%	-21	-5%	23	-1%
Cc1ccccc1CN1C[C@@H]2C[C@@H](c3cn[nH]c3-c3ccccc3)N3CCC[C@@]23C1=O	-1%	4%	-2%	14%	5	-1%	-10%	-11	3%	-15	-17%
CCCN1C(=O)c2ccccc2NC1c1ccc(OC)cc1OC (stereo not given)	-4%	3%	0%	-9%	1	0%	1%	-9	-2%	-3	-3%
CSCC[C@H](NC(=O)CCNC(C)=O)c1nc2ccccc2[nH]1	0%	-2%	0%	0%	2	3%	-1%	4	-5%	-2	-5%
CCCC(=O)N1CCN(c2ccc(NC(=O)c3ccco3)cc2)CC1	9%	-2%	1%	14%	0	25%	2%	1	-2%	-5	-2%
Cc1c(CCC(=O)O)c(=O)oc2cc3occ(C(C)(C)C)c3cc12	7%	-1%	-1%	11%	5	1%	-4%	-5	4%	18	-17%
Cc1cccc2sc(N(CCCN(C)C)C(=O)c3ccc(S(=O)(=O)N4CCc5ccccc5C4)cc3)nc12	?	2%	-2%	?	-3	-5%	-5%	11	-4%	-1	11µM*
COc1cccc(CNC(=O)CCNS(=O)(=O)c2ccc3c(c2)CC(C)N3C(C)=O)c1 (stereo not given)	-1%[9.26 µM]	12%	0%	-6%	-2	-3%	-1%	-5	0%	-8	-2%
Cc1ccc(Cn2nc(C)cc2C(=O)Nc2ccccc2Cl)cc1	23µM*	0%	12µM*	-16%	3	2.5µM*	?	2	-5%	-1	-3%
CC(=O)c1ccc(NC(=O)c2noc3c2CCCCC3)cc1	2.9µM*	-11%	7.6µM*	14%	4	2µM*	1.1µM*	7	-5%	-1	?
CCOC(=O)Cc1csc(NS(=O)(=O)c2ccc(NC(C)=O)cc2)n1	0%	-15%	6%	-26%	3	0%	2%	20	1%	23	-11%
CN(Cc1nc(-c2cccnc2)no1)S(=O)(=O)c1ccc2ccccc2c1	-1%	9%	0%	24%	-2	-1%	-5%	8	0%	-16	0%
O=C(Cc1c(F)cccc1Cl)OCC(=O)N1CCc2ccccc21	12%	-1%	/	/	/	/	/	-6	-2%	-5	/
Nn1c(SCC(=O)Nc2ccccc2)nnc(Cc2ccccc2)c1=O	-8%	0%	-2%	/	/	-6%	0%	-8	6%	-22	/
COc1ccc(F)cc1C(=O)C1CCCN(Cc2cccn2-c2ccccn2)C1 (stereo not given)	-9%	-7%	2%	0%	0	-6%	-4%	-86*	1%	-9	2%
COC(=O)Nc1sc2c(c1C(=O)NCc1ccco1)CCCC2	2%	6%	2%	-10%	-2	6%	12%	5	2%	12	1%
O=C1C(=O)N(CCN2CCOCC2)C(c2ccc(F)cc2)/C1=C(/O)c1ccc(S(=O)(=O)N2CCOCC2)cc1 (stereo not given)	-1%	3%	-2%	-24%	9	2%	-1%	-10	11%	15	11%
